Screening data deposited in PubChem BioAssay by several laboratories.
AID2073: disruptors of CaV2.2 binding to Mint1 – biochemical, HTRF (AID 2073). HTRF protein-protein interaction, Mint1-CaV2.2; higher % means a stronger effect. inhibition, % at 20 µM; hits with a dose series show IC50 in µM. 0.19% of 290,000 active; in the data active means inhibition mostly above about 51%, no sharp cut-off; inconclusive means no clear call, values can overlap the other calls; inactive means mostly below about 53%; further: some results filed as inactive read as strong as hits
K1F lysis inhibition: protection from phage-mediated lysis, alamar blue read-out – E. coli UTI89, K1F phage, bacterial capsule biogenesis inhibitors (AID 488966); E. coli UTI89 K1F phage lysis, alamar blue, 2 h; higher % means a stronger effect; one-dose inhibition, % at 100 µM; IC50 in µM for titrated hits; 0.02% of 340,000 active;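 active means phage lysis inhibition, versus mean bacterial control, above a set limit; inconclusive means no clear call, values can overlap the other calls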;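 further: capsule biogenesis inhibitors block K1F phage lysis so surviving cells raise fluorescence; higher fluorescence means more inhibition of phage lysis; actives were called in the ten point dose series up to 300 µM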
NS5 inhibitors: Dengue-2 NS5 methyltransferase inhibitors, primary screen, biochemical, confirmation dose response (AID 588689). Dengue-2 NS5 methyltransferase capping enzyme assay, biochemical; higher % means a stronger effect. one-dose inhibition, % at 25 µM; IC50 in µM for titrated hits. 0.3% of 340,000 active; in the data active means a potency from the dose series; inconclusive means inhibition above about 29% without an active follow-up result
West Nile virus CPE: West Nile virus antiviral activity, cell-based, CPE readout (AID 1621); West Nile virus-infected cells, CPE inhibition; higher % means a stronger effect; one-dose CPE inhibition, % at 10 µM; IC50 in µM for titrated hits; 0.02% of 290,000 active; in the data active means a potency from the dose series; inconclusive means CPE inhibition mostly from about 3.7% at the one dose, without a potency; inactive means the rest, 99 in 100 with CPE inhibition below about 2.2%; further: strong numbers were not always called active
SV40 large T antigen: TAg ATPase/helicase activity blockers – biochemical (AID 1903); SV40 large T antigen ATPase/helicase inhibition assay; higher % means a stronger effect; inhibition, % at 20 µM; hits with a dose series show IC50 in µM; 0.39% of 310,000 active; in the data active means a potency from the dose series; inconclusive means inhibition mostly from about 32% at the one dose, without a potency; inactive means the rest, 99 in 100 with inhibition below about 32%; further: strong numbers were not always called active
RSV antiviral HEp-2: inhibition of RSV-induced cytopathic effect – HEp-2 cells, primary 10 µM value included (AID 2391); CPE inhibition, % at 10 µM; hits with a dose series show IC50 in µM; HEp-2 cells, RSV-induced CPE inhibition; higher % means a stronger effect; 0.13% of 310,000 active; in the data active means a potency from the dose series; inconclusive means CPE inhibition mostly from about 23% at the one dose, without a potency; inactive means the rest, 99 in 100 with CPE inhibition below about 21%; further: strong numbers were not always called active
NTR1 agonist: agonists of NTR1, primary screen, imaging, U2OS cells, beta-arrestin-GFP, high content (AID 493036). P30989. NTR1-U2OS beta-arrestin-GFP spot imaging, agonist mode. activation, % at 20 µM. 0.17% of 330,000 active;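 active means activation at or above 40% of the spot to cytoplasm intensity ratio, with at least 20 cells analyzed; inconclusive means wells under 20 cells, flagged as cytotoxic or low count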;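 further: 0% = DMSO without peptide and 100% = 100 nM NTR1 peptide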
Target sequence (P30989 whole entry, looked up): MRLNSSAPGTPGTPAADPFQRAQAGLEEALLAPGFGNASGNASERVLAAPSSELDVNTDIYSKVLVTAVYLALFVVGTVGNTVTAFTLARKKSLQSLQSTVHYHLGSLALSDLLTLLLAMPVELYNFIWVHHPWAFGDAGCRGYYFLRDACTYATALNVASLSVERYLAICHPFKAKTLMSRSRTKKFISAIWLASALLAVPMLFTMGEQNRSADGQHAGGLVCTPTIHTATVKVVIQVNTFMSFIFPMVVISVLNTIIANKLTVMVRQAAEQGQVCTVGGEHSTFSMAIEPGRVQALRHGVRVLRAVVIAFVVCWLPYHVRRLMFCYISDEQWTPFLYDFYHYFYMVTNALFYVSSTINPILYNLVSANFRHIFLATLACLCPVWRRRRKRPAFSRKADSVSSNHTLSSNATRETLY
SIAH1 antagonists: Siah-1 peptide-binding antagonists, primary screen, biochemical, fluorescence polarization, rhodamine-plectin, uHTS (AID 1817); displacement, % at 20 µM; hits with a dose series show IC50 in µM; Siah-1 / rhodamine-plectin peptide fluorescence polarization; higher % means a stronger effect; 0.02% of 290,000 active;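 active means displacement of at least 50% at 20 µM, with a fluorescence ratio check between 0.3 and a set limit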;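 further: plate controls were Siah plus tracer with DMSO for no effect and tracer alone without Siah for full effect; strong numbers were not always called active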
Rac1 GTP hydrolysis: MgcRacGAP GTPase-activating activity inhibitors, confirmation, biochemical, ADP Hunter fluorescence; inhibition, % at 30 µM, or IC50 in µM where a hit was titrated; 0.6% of 340,000 active; MgcRacGAP-stimulated Rac1 GTP hydrolysis, ADP Hunter fluorescence; higher % means a stronger effect; GST-tagged Rac1 F28L mutant substrate; AID 624330;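 active means first-screen hits whose inhibition reached a set limit at any dose in the follow-up dose series; inconclusive means inhibition above the set first-screen limit but never retested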;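 further: fluorescence reports GDP produced by GAP-driven GTP hydrolysis; strong numbers were not always called active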
NTR1 agonist cell count 20 µM: second read-out of NTR1 agonist, no call of its own (marks repeat the call); cell count; measured here: cell count, cytotoxicity flag
NS5 inhibitors pilot replicate: also measured in NS5 inhibitors; calls as there; inhibition, %; measured here: pilot screen replicate inhibition
Numbers without * were called inactive; ? = inconclusive; . = no result given; & = joins results of further samples; [ ] = dose if it differs, or a comment.

SMILES	AID2073	K1F lysis inhibition	NS5 inhibitors	West Nile virus CPE	SV40 large T antigen	RSV antiviral HEp-2	NTR1 agonist	NTR1 agonist cell count 20 µM	SIAH1 antagonists	Rac1 GTP hydrolysis	others
O=C(NC1CCCCC1)C(c1ccc2ncccc2c1)N(Cc1ccccc1)C(=O)c1cccs1 (stereo not drawn)	13%	4.7%	-4%	0.6%	10%	3.9%	1.3	45	1%	7%
CC(C)(C)c1ccc(/C=C/C(=O)Nc2ncccn2)cc1	-7%	0.1%	-4%	-0.2%	20%	5.0%	1.4	45	0%	13%
c1ccc(CCc2nc(-c3ccc(-n4cccc4)cc3)no2)cc1	-5%	0.0%	-1%	0.7%	3%	0.8%	-3.1	76	3%	7%
O=C(CSc1nnc(-c2ccccc2)n1-c1ccccc1)c1cccs1	-13%	-0.1%	-11%	.	-7%	1.3%	1.5	81	0%	9%	NS5 inhibitors pilot replicate=-0.5
Cc1cc(C)nc(NS(=O)(=O)c2ccc(NC(=O)COc3ccccc3F)cc2)n1	.	0.5%[50 µM]	-2%	.	.	0.4%	2.0	59	.	0%
COc1cc(C2C3=C(CCCC3=O)Nc3[nH]n(-c4ccccc4)c(=O)c32)ccc1O (stereo not drawn)	-4%	0.6%	9%	0.9%	24%	-0.4%	-1.7	64	-2%	9%
Cc1cc(C)c(S(C)(=O)=O)c(S(=O)(=O)c2ccc(Cl)cc2)n1	-5%	-0.3%	1%	0.4%	0%	6.0%	3.5	30	-1%	4%
COc1cccc(NC(=O)CN(C)C(=O)CCC(=O)c2cc(C)sc2C)c1	.	0.7%[50 µM]	-7%	.	.	.	-0.3	97	.	6%
Cn1c(=O)oc2cc(S(=O)(=O)NCCC(=O)Nc3ccc4c(c3)OCCO4)ccc21	0%	3.7%	1%	0.5%	1%	0.3%	-1.7	56	0%	1%
COc1ccccc1-c1coc2c(CN3CCC(C)CC3)c(O)ccc2c1=O	40%	4.4%	-6%	-0.1%	4%	0.6%	0.2	62	1%	1%
Cc1ccc(S(=O)(=O)N2CCOCC2)cc1C(=O)OCC(=O)NCc1ccccc1	.	2.1%[50 µM]	3%	.	8%	-0.1%	-0.4	72	.	7%
COc1ccc(C2=NOC(C(=O)Nc3cc(C)on3)C2)cc1OC (stereo not drawn)	-1%	-0.1%	6%	-0.1%	13%	0.8%	0.1	58	-3%	8%
O=C(c1cccs1)N1N=C(c2ccccc2)CC1c1ccccc1 (stereo not drawn)	2%	6.1%	-6%	0.1%	6%	15%	1.4	49	8%	4%
COc1ccc(-c2c(-c3cc(OC)cc(OC)c3)n(C)c3ccc(-c4ccc5c(c4)OCCO5)cc23)cc1	.	0.7%	0%	.	.	.	-0.6	48	.	7%
CN(C(=O)c1ccc2c(c1)OCO2)C1CCS(=O)(=O)C1 (stereo not drawn)	.	0.8%[50 µM]	4%	.	21%	19%	-0.7	59	.	8%
CCCC(=O)Oc1ccc(N(C(=O)CCC)S(=O)(=O)c2cccc([N+](=O)[O-])c2)cc1	9%	0.5%[50 µM]	-10%	-0.9%	16%	1.7%	-1.1	57	6%	11%
C=CCCC(=O)N1CCC(CCC(=O)NC2CC2)CC1	?	0.1%	-9%	0.2%	-1%	1.6%	-1.5	59	0%	-7%
COc1cc(C(=O)NC(=S)Nc2ccc([N+](=O)[O-])cc2)cc(OC)c1OC	-10%	0.6%	-8%	-0.6%	16%	0.1%	1.1	50	4%	5%
CCOc1cc(C(=O)NCCN2C(=O)S/C(=C\c3cccnc3)C2=O)cc(OCC)c1OCC	-33%	0.1%	-4%	-1.0%	5%	1.7%	0.5	86	-1%	3%
COc1ccccc1/C=N/N1C(=O)C(CC(=O)Nc2ccc([N+](=O)[O-])cc2OC)SC1=Nc1cccc(C)c1C (stereo not drawn)	37%	.	.	?	7%	9.3%	2.3	60	0%	.
O=C1Nc2ccccc2/C1=C\C(=O)c1ccccc1	31%	0.3%	-37%	?	7%	7.7%	16	53	-4%	14%
CC1(C)CC(NC(=O)CCc2ccccc2)CC(C)(C)N1	4%	0.0%	-5%	0.3%	5%	-1.4%	-1.3	38	3%	13%
COC(=O)C1C(O)=C(C=Nc2ccc(N)cc2)C(=O)CC1(C)C (stereo not drawn)	0%	0.8%	-8%	0.9%	15%	-0.1%	1.0	73	-2%	40µM*
COc1ccc(C)cc1NC(=O)CSc1nnnn1Cc1ccccc1	1%	-1.4%	-2%	-1.1%	13%	5.2%	-0.2	67	2%	-1%
COc1ccc(CCNC(=O)C2CC(O)CN2S(=O)(=O)c2ccc(Cl)cc2)cc1OC (stereo not drawn)	.	0.2%	-2%	.	.	.	-1.2	58	.	1%
Cn1c(=O)n(CC(=O)O)c(=O)c2c1nc1n2CCS1	14%&-13%	-0.2%&0.8%	7%&2%	-0.4%&1.5%	13%&10%	1.1%&-0.4%	-0.6&-0.2	86&40	0%&4%	10%&9%
O=C(CN1CCN(c2ccccc2)CC1)N1N=CCC1c1ccccc1 (stereo not drawn)	0%	0.7%	-3%	0.1%	21%	1.0%	-0.1	47	0%	0%
CCCCNC(=S)N(C)/N=C/c1ccc(F)cc1	-3%	0.7%	-3%	0.3%	1%	1.4%	4.3	54	-4%	10%
COc1c(C)cccc1C(=O)Nc1ccc(CN2CCOCC2)cc1	4%	7.2%	0%	0.3%	18%	0.7%	0.2	53	0%	5%
O=C(Nc1cccc(-c2nc3ccccc3[nH]2)c1)c1ccc(C(=O)Nc2cccc(-c3nc4ccccc4[nH]3)c2)cc1	48%	0.3%	0%	0.1%	4%	-1.1%	2.4	88	-3%	13%
COc1ccc(/C=N/NC(=O)c2c(C)nc3ccccn23)cc1[N+](=O)[O-]	-7%	0.1%	-6%	0.4%	3%	0.9%	0.9	50	-7%	0%
CCCC1=C(C(=O)OCC)C(c2cccs2)n2ncnc2N1 (stereo not drawn)	2%	-0.1%	2%	-1.0%	5%	1.2%	-0.9	33	1%	4%
COc1ccc(NC(=O)c2cc([N+](=O)[O-])ccc2N2CCCC2)cc1S(N)(=O)=O	.	1.5%[50 µM]	-6%	.	.	.	-0.3	80	.	6%
Cc1ccc(-n2nnnc2SC(C(=O)c2c[nH]c3ccccc23)c2ccccc2)cc1 (stereo not drawn)	14%	5.7%	0%	?	14%	5.5%	18	70	10%	3%
CCOC(=O)c1c(C)oc2ccc(O)c(CN(C)C)c12	-2%	0.2%	-6%	0.1%	14%	2.1%	-0.4	54	-1%	12%
COc1ccccc1C(=O)NCCC(=O)N1CCCC(C(F)(F)F)C1 (stereo not drawn)	5%	-0.1%	-7%	-0.3%	25%	1.5%	0.2	107	0%	10%
CS(=O)(=O)N1CCN(c2ccccc2NC(=O)c2ccc(Cl)cc2)CC1	-5%	-0.1%	1%	0.5%	7%	0.4%	1.2	42	11%	14%
CCNCCC(CCC(C)C)c1ccc2c(c1)OCO2 (stereo not drawn)	17%	.	.	-0.6%	4%	-0.5%	0.1	56	-3%	.
CC1CCCCN1C(=O)CSc1nnc(-c2ccco2)n1CC1CCCO1 (stereo not drawn)	19%	-0.9%	-5%	-0.6%	0%	-0.4%	1.0	76	7%	2%
Nn1c(SCCOc2ccc(Cl)cc2)nnc1-c1cccnc1	2%	0.5%	1%	-1.0%	14%	0.5%	-0.1	59	-1%	3%
Brc1cccc2sc(N3CCN(c4ccccc4)CC3)nc12	-6%	0.4%	-2%	-0.8%	7%	?	4.3	54	4%	4%
S=C(NC1CCCCC1)NN1CCOCC1	6%	0.1%	4%	-0.2%	7%	5.5%	0.4	41	4%	5%
Cc1ccc(C)c(C2C(=O)c3ccccc3C2=O)c1	-7%	-0.9%	-11%	0.1%	16%	0.4%	-1.1	34	2%	9%
CC(O)CNC(=O)c1ccc(-c2nn(C)c(=O)c3ccccc23)cc1 (stereo not drawn)	-1%	0.2%	0%	0.3%	20%	-0.5%	1.0	72	-1%	5%	NS5 inhibitors pilot replicate=4.3
Cc1[nH]c2ccccc2c1C(=O)C(=O)NCCCn1ccnc1	-5%	0.3%	2%	-0.1%	5%	1.5%	-0.6	52	-6%	0%
